Keap1-Nrf2 PPI: disrupts human Keap1 binding to Nrf2 peptide; hit rate 0.15% among 340,000; Q14145; Keap1 Kelch-Nrf2 peptide fluorescence polarization, 1536-well; inhibition, % at 9.4 µM; AID 504523; in the data active = inhibition above about 12%;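 note: human Keap1 Kelch domain with fluorescein labeled Nrf2 9mer peptide probe; 0% = neutral control wells and 100% = peptide positive control; higher means more block of Keap1 binding to Nrf2 peptide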
Pemphigus Ab inh: blocks pemphigus antibody binding to human desmoglein-3 | P32926 | DSG3-coupled beads, scFv-anti-DSG3-GFP binding, flow cytometry; stronger effect = lower value | binding (percent of control), % at 10 µM | hit rate 0.48% among 310,000 | AID 588358;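 active = binding more than 3 SD below its plate's average and above zero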; note: some compounds called inactive have numbers as strong as hits
DAGLB inh: blocks human DAGLB lipase activity; HEK293T DAGLB membrane lysate, EnzChek fluorogenic substrate; inhibition, % at 5.17 µM; hit rate 0.059% among 340,000; AID 504411; in the data active = inhibition above about 34%;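 note: 0% = enzyme with vehicle and 100% = wells lacking enzyme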
NSD2 inh: blocks human histone methyltransferase NSD2 | O96028 | NSD2 peptide methylation, AlphaScreen, 120 min | inhibition, % at 12.5 µM | hit rate 0.54% among 310,000 | AID 743445; in the data active = inhibition above about 50%
Target sequence (O96028 whole entry, looked up): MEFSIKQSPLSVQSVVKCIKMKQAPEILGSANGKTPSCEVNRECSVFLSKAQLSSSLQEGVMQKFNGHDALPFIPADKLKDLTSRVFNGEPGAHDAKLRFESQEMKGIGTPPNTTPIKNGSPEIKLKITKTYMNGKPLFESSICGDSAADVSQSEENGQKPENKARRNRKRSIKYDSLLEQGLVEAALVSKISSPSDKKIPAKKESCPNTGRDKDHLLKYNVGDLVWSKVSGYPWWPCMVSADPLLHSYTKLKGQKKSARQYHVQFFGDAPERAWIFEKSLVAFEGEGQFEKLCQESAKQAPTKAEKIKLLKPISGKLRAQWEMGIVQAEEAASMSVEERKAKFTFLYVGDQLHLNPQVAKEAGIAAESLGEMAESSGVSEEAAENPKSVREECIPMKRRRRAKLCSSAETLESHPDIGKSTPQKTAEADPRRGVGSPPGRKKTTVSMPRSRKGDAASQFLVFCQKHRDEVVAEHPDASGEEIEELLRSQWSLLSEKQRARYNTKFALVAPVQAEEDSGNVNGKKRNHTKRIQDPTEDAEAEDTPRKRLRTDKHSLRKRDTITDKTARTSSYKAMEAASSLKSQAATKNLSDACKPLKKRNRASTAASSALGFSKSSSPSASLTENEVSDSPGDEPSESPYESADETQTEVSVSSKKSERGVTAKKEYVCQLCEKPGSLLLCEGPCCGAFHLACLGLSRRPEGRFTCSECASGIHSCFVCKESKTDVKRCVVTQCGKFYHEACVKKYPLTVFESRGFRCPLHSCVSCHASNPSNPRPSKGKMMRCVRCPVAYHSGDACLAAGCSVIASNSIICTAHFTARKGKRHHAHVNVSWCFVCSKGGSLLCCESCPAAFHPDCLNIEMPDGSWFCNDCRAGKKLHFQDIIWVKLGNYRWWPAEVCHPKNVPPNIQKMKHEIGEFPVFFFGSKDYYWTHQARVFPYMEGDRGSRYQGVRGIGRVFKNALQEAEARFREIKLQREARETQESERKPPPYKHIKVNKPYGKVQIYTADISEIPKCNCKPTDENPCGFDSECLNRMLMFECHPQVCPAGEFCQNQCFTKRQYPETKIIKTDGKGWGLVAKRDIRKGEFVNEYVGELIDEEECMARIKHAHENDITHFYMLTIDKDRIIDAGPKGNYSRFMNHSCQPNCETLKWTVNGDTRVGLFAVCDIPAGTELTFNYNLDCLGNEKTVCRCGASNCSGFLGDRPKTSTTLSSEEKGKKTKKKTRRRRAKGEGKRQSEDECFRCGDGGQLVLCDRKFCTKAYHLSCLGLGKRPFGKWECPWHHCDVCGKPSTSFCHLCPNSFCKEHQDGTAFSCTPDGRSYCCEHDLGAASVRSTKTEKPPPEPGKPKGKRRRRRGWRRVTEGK
V-ATPase pHluor: yeast V-ATPase proton transport regulation by pHLuorin | S. cerevisiae, pHLuorin cytosolic pH fluorescence | response, % at 10 µM | hit rate 0.37% among 350,000 | AID 504577; in the data active = response mostly above about 7.3%, no sharp cut-off; inactive = mostly below about 5.4%; note: actives read high; inactives centre near 0; some compounds called inactive have numbers as strong as hits; reference of the scale not given here
CAL PDZ FP-1: inhibitors of human CAL PDZ peptide binding | Q9HD26 | purified CAL PDZ, TMR-peptide fluorescence polarization, 1 h | inhibition, % at 24.9 µM | hit rate 0.92% among 300,000 | AID 602252;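 active = mean inhibition of at least 30% with at least half of replicates also reaching 30%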;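 note: 0% = DMSO neutral control and 100% = excess unlabeled competitor peptide PRC23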
RTF Ca sens inh: cardiac RTF calcium desensitization | P19429+P45379 | IANBD-labeled cardiac RTF, Ca2+ fluorescence | inhibition, % at 7.15 µM | hit rate 0.12% among 340,000;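 active = inhibition above the mean inhibition of all tested compounds plus 3 SD, cut at about 17% in these data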;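 note: assay run at fixed EC70 calcium of 1.6 mM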
Arr AP2 block: blocks beta-arrestin peptide binding to AP2 adaptin; AID 504490; inhibition, % at 10 µM; hit rate 0.31% among 340,000; FITC-arrestin peptide / GST-AP2 beads, flow cytometry; AP2 beta2 appendage carries R879A mutation;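 active = inhibition above a set limit, near 3 SD of compounds lacking own fluorescence, cut at about 54% in these data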;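 note: plate controls were DMSO wells for no effect and 5 µM unlabelled arrestin peptide for full effect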
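System: GST-AP2 R879A glutathione beads; medium: PBS, Tween 20 0.05%, BSA 0.1%; reagent: fluorescein-tagged arrestin peptide at 50 nM final; schedule: pre-incubation 12 min, peptide binding 1 h, room temperature; detection: flow cytometry, FL1 (488/535 nm); read-out: inhibition as reduced fluorescein signal on beads, percent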
LANA DNA inh: blocks KSHV LANA C-terminal domain binding to DNA; AID 504423; MBP-C-LANA/FAM-LBS DNA binding, fluorescence polarization; hit rate 0.078% among 340,000; inhibition, % at 9 µM;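 active = highest replicate inhibition at or above 60% at 9 µM, even if other replicates fall short; inactive = all replicates below 60% inhibition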;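 note: 0% = neutral control wells and 100% = 4 µM acridine orange control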
CAL PDZ FP-2: inhibitors of human CAL PDZ peptide binding; Q9HD26; purified CAL PDZ, TMR-peptide fluorescence polarization, 1 h; inhibition, % at 20 µM; hit rate 0.02% among 330,000; AID 504414;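 active = highest replicate inhibition of at least 40%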;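 note: plate controls were DMSO neutral control wells for no effect and unlabeled competitor peptide control wells for full effect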
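material = purified tagged CAL PDZ domain construct (CerCALP) | compound dosing = 20 µM, one dose | times = 1 h at RT | measured by = fluorescence polarization from S- and P-plane intensities, G-factor corrected | read-out = inhibition from polarization loss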
Numbers without * were called inactive; x = not tested or not shown. A portion of the library (hit frequency here may not be typical).

canonical_smiles	NSD2 inh	Arr AP2 block	CAL PDZ FP-2	V-ATPase pHluor	LANA DNA inh	CAL PDZ FP-1	RTF Ca sens inh	DAGLB inh	Keap1-Nrf2 PPI	Pemphigus Ab inh
O=C(CN1CCN(Cc2cccc(Cl)c2)C1=O)NCC1CCCO1 (centres undefined)	x	-4	1.0	-2	-0.3	-5	-6	1	-3	102
O=C(c1cc([N+](=O)[O-])ccc1Cl)N1CCN(Cc2ccccc2)CC1	2	25	-0.1	-2	-0.4	3	-6	-1	0	103
COc1ccccc1C(=O)COC(=O)CNS(=O)(=O)c1ccc(C)cc1	-1	10	-0.5	-2	-0.7	-4	5	-2	-3	76
CN(C)C(=O)Nc1ccccc1CC[N+](=O)[O-]	7	26	-1.3	-1	-0.4	-4	-5	-1	-1	97
Cc1ccc(C(=O)N2CCC3(CC2)NCCc2[nH]cnc23)cc1	1	37	-3.1	0	-2.0	-2	-10	7	1	88
Cc1ccc(C(CNC(=O)Nc2ccccc2)N2CCN(C)CC2)cc1 (centres undefined)	3	20	-3.1	5	1.0	-2	-8	2	2	97
CN1C(=O)NC(=O)C1c1ccccc1 (centres undefined)	0	6	0.6	0	2.8	-4	0	2	-3	118
COc1ccc(C2CC(C(F)(F)F)n3ncc(C(=O)Nc4c(C)n(C)n(-c5ccccc5)c4=O)c3N2)cc1 (centres undefined)	6	2	-2.6	0	0.4	-4	-8	4	4	125
O=C(NCCc1c[nH]c2ccccc12)c1ccc([N+](=O)[O-])cc1	2	0	0.7	5	-5.3	0	-4	1	2	x
COc1ccccc1/C=C(\C#N)C(=O)Nc1ccc(S(N)(=O)=O)cc1	3	11	-1.2	-1	-0.2	-5	-2	1	0	93
NC(=O)NNC1=Nc2cccc3cccc1c23	0	36	-5.6	5	-0.2	x	-17	7	-1	99
COC(=O)CNC(=O)c1ccc(=O)oc1	-1	9	-0.4	0	-0.8	-6	-10	-2	-3	108
O=C(NC(Cc1c[nH]c2ccccc12)C(=O)N/N=C/c1cccnc1)c1cccs1 (centres undefined)	1	-3	-1.6	3	-0.6	1	-7	1	2	95
COc1ccc(N(CC(=O)N/N=C/c2ccc(F)cc2)S(=O)(=O)c2ccccc2)cc1	1	20	-1.2	4	-0.3	1	-13	-1	-3	x
Cc1ccc(CN(CC(=O)NCCc2ccccc2)C(=O)c2csnn2)cc1	4	15	-1.6	5	0.0	-3	6	-1	-1	x
CCN1/C(=C/c2cc[n+](C)cc2)C=Cc2cc(C)ccc21	25	4	1.1	3	0.6	-1	-2	2	-4	132
O=C(NCc1ccco1)c1cc(Cl)nc(Cl)c1	7	37	-2.0	5	2.1	-1	-2	10	1	106
COc1ccc(NC(=O)NCCCCc2ccccc2)cc1	-1	-9	-0.5	-5	-0.1	-3	-1	-3	-6	108
COc1ccc(OCCOc2ccc(S(=O)(=O)N3CCCC3)cc2C(N)=O)cc1	-2	26	-0.8	1	2.2	-6	-10	0	5	96
COc1ccc(C)cc1S(=O)(=O)N(CC(=O)N1CCCC1)c1ccccc1	5	1	-0.7	0	-1.0	-8	-4	3	-1	80
Cc1ccc(S(=O)(=O)N2CCC(C(=O)OCC(=O)NC(C)c3ccc(F)cc3)CC2)cc1C (centres undefined)	-1	-5	-0.6	1	0.4	1	5	0	-3	x
Cc1ccc2c(CN3CCN(S(=O)(=O)c4ccc(Cl)cc4)CC3)cc(=O)oc2c1C	-1	7	-0.8	5	1.1	11	1	-3	-5	100
CS(=O)(=O)N1CCN(c2ccccc2NC(=O)c2cccc3ccccc23)CC1	16	0	-0.8	7	1.5	-9	3	-4	-4	112
CCNc1nc(NC(C)C)nc(N(C#N)CC(=O)OC)n1	0	3	0.4	-2	-0.3	x	2	-1	3	112
O=S(=O)(Nc1cccc(S(=O)(=O)N2CCCCC2)c1)c1ccc(Cl)s1	x	27	-3.1	6	0.6	-2	-10	8	-2	102
Cn1c(N)c(C(=O)COC(=O)/C=C/c2cccc(C(F)(F)F)c2)c(=O)n(C)c1=O	x	27	-0.2	2	0.9	-2	-5	-4	0	108
C=CC[C@@H](CC(=O)N[C@H](CO)Cc1ccccc1)C(=O)NC[C@@H](OC(=O)[C@@H](CC=C)Cc1ccc(F)cc1)c1ccccc1	x	30	0.7	5	0.3	-2	2	-4	0	90
O=C(NCc1ccco1)C1CN(S(=O)(=O)c2ccccc2)CCN1S(=O)(=O)c1ccccc1 (centres undefined)	1	3	-0.9	-5	-0.4	x	-5	3	2	110
CC(C)CC(=O)Nc1cccc2c1C(=O)N(c1ccccc1)C2=O	-2	-7	-0.8	1	-2.0	-3	-16	-16	-8	76
Cc1ccc(Nc2cc(C)nc3ncnn23)c(Cl)c1	x	5	-0.8	3	0.0	x	-7	-4	-2	102
CC(C)(C)c1ccc(OCCC(=O)Nc2cccc(S(=O)(=O)N3CCCCC3)c2)cc1	20	-4	-0.8	3	0.7	x	9	-7	4	96
O=C(Cc1cccs1)N=Nc1c(O)[nH]c2ccccc12	4	9	-2.4	-4	-1.1	-4	-5	2	2	102
Cc1[nH]c2ccccc2c1/C=N/NC(=O)c1ccccc1	0	6	1.4	-2	0.9	-1	2	-2	6	89
Cn1cc(CN2CCCC(C(=O)Nc3ccc(-c4cccc(F)c4)cc3)C2)cn1 (centres undefined)	3	-2	-3.5	-1	0.3	-1	1	1	-1	111
COc1ccccc1C(=O)NCCC(=O)NC1CCCCC1C (centres undefined)	-1	23	-2.0	3	-0.2	-2	-6	-2	0	107
O=S(=O)(NC1CC1)c1ccc(Cl)cc1	0	-2	-0.7	-8	-0.7	-20	-6	1	-1	111
C=CCSc1nnc2c(n1)OC(c1ccccn1)N(C(C)=O)c1ccccc1-2 (centres undefined)	-1	-3	0.0	-6	0.2	-3	-3	0	-2	117
CSc1ncccc1C(=O)OCC(=O)c1cc2ccccc2o1	1	1	-2.8	x	2.0	1	-11	-3	-7	88
Cc1cccc(NC(=O)C2CC(=O)N(c3ccccc3)C2)c1C (centres undefined)	1	5	0.5	2	18	-4	1	-3	-2	97
CSc1ccc(S(=O)(=O)NCC(=O)OCC(=O)N(Cc2ccccc2)C(C)C)cc1[N+](=O)[O-]	0	22	-3.4	-1	-2.7	-5	-9	-1	3	98
CCOC(=O)NC1(C(F)(F)F)C(=O)N(Cc2ccccn2)C2=C1C(=O)CC(C)(C)C2 (centres undefined)	0	23	-1.0	-5	-0.9	-2	-1	0	1	94
CCC(C)(C)C1CCC2(CC1)NC(=O)N(CC(=O)N(C)CC(=O)Nc1ccccc1C(F)(F)F)C2=O (centres undefined)	-3	-8	-1.1	-6	-1.8	-7	-1	2	-6	101
O=Cc1c(Cl)nc2ccccn12	-2	2	x	-7	-1.1	-1	5	-2	0	97
CN/C(=C\[N+](=O)[O-])NCCSCc1csc(CN(C)C)n1	x	-6	0.9	-2	2.6	2	-8	-1	-3	99
COC(=O)COc1ccc(/C=N/NC(=O)c2ccc(N(Cc3ccccc3)S(C)(=O)=O)cc2)cc1	-2	-9	-3.7	1	0.1	1	2	2	1	103
COC(=O)/C=C1/S/C(=N/NC(=O)c2ccccc2OC)NC1=O	5	27	-2.9	-2	0.4	-4	-5	0	1	111
CCN(C(=O)c1cc2cccc(OC)c2oc1=O)C1CCCCC1	1	3	-0.2	7	1.4	-2	-16	4	-1	96
Cc1ccc(CC(=O)N2CCOCC2)cc1	-1	3	-0.7	-5	-0.6	1	-10	1	0	90
Cc1cccc2cc(C(c3nnnn3Cc3ccccc3)N3CCCc4ccccc43)c(=O)[nH]c12 (centres undefined)	3	2	-2.1	-1	-0.6	-6	-10	3	-1	125
CN1CCN(c2cc3c(cc2F)c(=O)c(C(=O)O)cn3CCF)CC1	x	5	-2.3	-4	-1.0	-5	-17	-4	-3	103
CC(C)(C)c1ccc(S(=O)(=O)N2CCCCC2)cc1	-3	6	-1.3	-3	-0.5	0	-7	-10	-6	97
COc1ccc(S(=O)(=O)Cc2ccc(C(=O)N3CCN(c4cc(C)ccc4C)CC3)o2)cc1	3	10	-1.1	-2	-0.7	-3	4	1	0	101
CNC[C@H]1Oc2ccc(NC(=O)Nc3ccccc3)cc2CC(=O)N([C@H](C)CO)C[C@H]1C	x	25	-1.2	2	-1.6	3	-2	-3	-5	98
CC(=O)N1CCCC(C(=O)c2ccc3c4c(cccc24)CC3)C1 (centres undefined)	-1	12	-3.2	-1	-0.9	-4	-4	-1	-5	104
Cn1nnnc1SCSc1nnnn1C	-1	34	0.2	-2	2.2	2	5	-2	3	102
CS(=O)(=O)c1ccc2nc(NC(=O)c3ccccc3)sc2c1	x	-19	-1.5	-5	0.6	-3	-2	1	-5	104

Source: PubChem BioAssay
